Screens: PubChem BioAssay, National Center for Advancing Translational Sciences (NCATS)
FEN1 inh: qHTS Assay for the Inhibitors of Human Flap endonuclease 1 (FEN1). P39748. Recombinant FEN1 flap cleavage, fluorescence, 15 min. Potency, µM (highest dose often 114 µM), for the others: top-dose activity change, negative = inhibition, usual class: inhibitors. actives 0.35% (n = 390,000); also: nearly all actives have a fitted effect of over 65% in size
Target sequence (P39748 whole entry, looked up): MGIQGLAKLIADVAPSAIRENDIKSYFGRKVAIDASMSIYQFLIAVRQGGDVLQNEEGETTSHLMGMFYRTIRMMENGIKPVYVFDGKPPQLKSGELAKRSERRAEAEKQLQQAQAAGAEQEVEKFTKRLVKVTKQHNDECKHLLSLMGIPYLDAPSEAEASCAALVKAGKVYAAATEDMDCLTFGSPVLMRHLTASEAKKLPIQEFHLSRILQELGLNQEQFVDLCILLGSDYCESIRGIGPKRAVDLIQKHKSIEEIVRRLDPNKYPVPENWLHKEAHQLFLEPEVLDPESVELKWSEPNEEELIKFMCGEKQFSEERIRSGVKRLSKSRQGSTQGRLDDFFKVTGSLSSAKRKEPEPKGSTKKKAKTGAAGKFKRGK
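In this screen, 50 nM flap DNA substrate was added to 10 nM FEN1 pretreated with compound for 15 min at room temperature; cleavage was followed with reads at 0 and 15 min, and Hill fitting gave concentration–response parameters.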
TDP1 block: qHTS Assay for Inhibitors of Tyrosyl-DNA Phosphodiesterase (TDP1); Tyrosyl-DNA phosphodiesterase 1 (Homo sapiens), Q9NUW8; recombinant TDP1, AlphaScreen DNA substrate cleavage; Potency, µM (doses to about 130 µM), for the others: top-dose activity change, negative = inhibition, actives largely listed as inhibitors; actives 0.28% (n = 350,000); AID 485290, 2010; also: nearly all actives have a fitted effect of over 40% in size
Target sequence (Q9NUW8 whole entry, looked up): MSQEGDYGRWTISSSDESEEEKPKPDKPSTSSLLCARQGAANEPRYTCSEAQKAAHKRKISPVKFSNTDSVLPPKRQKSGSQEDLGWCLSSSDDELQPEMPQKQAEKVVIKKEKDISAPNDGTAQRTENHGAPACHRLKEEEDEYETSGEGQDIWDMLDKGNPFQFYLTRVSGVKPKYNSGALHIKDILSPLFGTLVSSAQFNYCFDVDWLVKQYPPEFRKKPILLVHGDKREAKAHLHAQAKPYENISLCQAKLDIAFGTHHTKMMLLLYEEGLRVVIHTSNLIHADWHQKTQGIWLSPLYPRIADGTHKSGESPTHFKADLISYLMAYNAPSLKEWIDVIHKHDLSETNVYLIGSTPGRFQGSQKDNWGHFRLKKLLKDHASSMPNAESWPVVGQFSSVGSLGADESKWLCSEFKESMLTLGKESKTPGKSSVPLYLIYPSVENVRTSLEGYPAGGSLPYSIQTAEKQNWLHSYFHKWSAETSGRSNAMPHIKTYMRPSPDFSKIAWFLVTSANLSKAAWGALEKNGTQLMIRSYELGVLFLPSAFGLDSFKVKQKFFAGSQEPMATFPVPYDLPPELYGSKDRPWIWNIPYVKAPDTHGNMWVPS
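Steps: enzyme plus compound, 15 min RT; add biotin/phosphotyrosine-FITC oligonucleotide (15 nM final), react 5 min; add donor/acceptor beads (10 ug/ml final), 10 min; read AlphaScreen. Tdp1 at 1 nM final.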
N370S GC mod: qHTS Assay for Inhibitors and Activators of N370S glucocerebrosidase as a Potential Chaperone Treatment of Gaucher Disease. Lysosomal acid glucosylceramidase (Homo sapiens), P04062. AID 2101, 2009. actives 0.092% (n = 330,000). Potency, µM (highest dose often 59.4 µM), for inactives: at the top dose activity change, negative = inhibition, most hits filed as inhibitors. N370S GC spleen homogenate, 4MU-glucoside fluorescence;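 also: 0% = full enzyme activity and -100% = no enzyme basal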
Active calls of the source: *; [ ] = remark or other dose. Calls follow the shape of the dose curve; as a rule, active = well fitted curve in the direction sought with a large enough effect; inconclusive = small, poorly fitted or top-dose-only effect, or another doubt; inactive = no such curve, though single readings can be large; an effect the other way counts as inactive or inconclusive. Unless noted, % is scaled to controls: 0 for no effect and ±100 for the full control effect; potency is read from the fitted curve at half-maximal effect.

Screening CCc1ccc(N(C2C=CS(=O)(=O)C2)S(=O)(=O)c2ccc(C)cc2)cc1 (stereo not drawn) returned FEN1 inh -15% and N370S GC mod -8%.
CCN(CC)c1nc2ccccc2nc1C(=O)Nc1ccc(C(C)=O)cc1 was read as FEN1 inh -14% and TDP1 block 2%.
For CCS(=O)(=O)NC(C)C(c1cccs1)N1CCN(c2ccc(OC)cc2)CC1 (stereo not drawn) the results were FEN1 inh -14%, TDP1 block 1% and N370S GC mod 19%.
For COc1ccccc1N1CCN(C[C@@H](C(=O)NC(C)(C)C)c2ccccc2)CC1 the results were TDP1 block -12%[56.1 µM] and N370S GC mod 4%.
For O=C(N/N=C/c1ccc(O)cc1)c1cc(C23CC4CC(CC(C4)C2)C3)[nH]n1 the results were FEN1 inh -12% and N370S GC mod inconclusive.
Screening CCN(CC(=O)Nc1ccc2c(c1)OCCO2)C(=O)c1ccc(Cl)cc1Cl returned FEN1 inh -7% and N370S GC mod -24%.
For CCCCNC(=O)CC1N=C2c3ccccc3N=C(SCC(=O)NCc3ccccc3Cl)N2C1=O (stereo not drawn) the results were FEN1 inh -3% and TDP1 block 5%.
Screening CC(=O)C1=C(O)C(=O)N(CCN(C)C)C1c1ccc(Cl)cc1 (stereo not drawn) returned FEN1 inh 5%, TDP1 block 0% and N370S GC mod -6%.
For CC1CN(C(=O)c2cc3cc(Cl)ccc3[nH]2)CC(C)O1 (stereo not drawn) the results were FEN1 inh 13% and N370S GC mod -9%.
O=C(OCc1nnc(-c2ccccc2)o1)c1ccc(Cl)cc1 was read as FEN1 inh -24%, TDP1 block 5% and N370S GC mod -28%.
O=C(O)CCC(=O)NNC(=O)COc1ccc(Cl)cc1Cl was read as FEN1 inh 1%, TDP1 block 3% and N370S GC mod -3%.
Cc1cc2c(cc1S(=O)(=O)NCc1ccccc1)n(C)c(=O)c(=O)n2C was read as FEN1 inh 5% and N370S GC mod 2%.
Screening C/C(=N\NC(=O)c1cccs1)c1ccncc1 returned FEN1 inh 16% and N370S GC mod -4%.
For Cc1ccc(SCC(=O)N2CC(C)OC(C)C2)cc1 (stereo not drawn) the results were FEN1 inh -10%, TDP1 block -5% and N370S GC mod 4%.
`CC(C)CN(C(=O)c1ccc(N2CCCC2=O)cc1)C1CCS(=O)(=O)C1` (stereo not drawn) gave FEN1 inh -2%, TDP1 block -10% and N370S GC mod 1%.
For Cc1ccc(CN2C(=O)CSC2c2ccc(F)cc2)cc1 (stereo not drawn) the results were FEN1 inh -1% and N370S GC mod 6%.
`CC1(C)CC(=O)C(/C=N/c2ncccc2C(=O)O)=C(O)C1` gave FEN1 inh 5%, TDP1 block 9% and N370S GC mod -6%.
Cn1c(=NC(=O)CCS(=O)(=O)c2ccccc2)sc2cc(F)ccc21 was read as FEN1 inh -2% and N370S GC mod 1%.
Cc1cc(NC(=O)c2cc(-c3ccccn3)nc3ccccc23)no1 was read as FEN1 inh -1%, TDP1 block -1% and N370S GC mod -3%.
Screening O=C(NCC1CCCN1S(=O)(=O)c1cccs1)c1ccc(Cl)cc1 (stereo not drawn) returned FEN1 inh -13%, TDP1 block 0% and N370S GC mod 7%.
Screening CCc1ccc2[nH]c(=O)c(C(c3nnnn3Cc3ccco3)N3CCC(C)CC3)cc2c1 (stereo not drawn) returned FEN1 inh -15%, TDP1 block 0% and N370S GC mod 12%.
Screening O=C(Cc1c(F)cccc1Cl)Nc1ccccc1C(=O)N1CCCCC1 returned FEN1 inh 7%, TDP1 block -2% and N370S GC mod -18%.
For COc1ccccc1Nc1nn2c(=O)c3ccc(C(=O)NCCC4=CCCCC4)cc3nc2s1 the results were FEN1 inh 15% and TDP1 block 6%.
Screening O=C(CSC1=NS(=O)(=O)c2ccccc2N1)NCCc1ccccc1 returned FEN1 inh -3%, TDP1 block -12%[0.505 µM] and N370S GC mod 4%.
For C=CCNc1oc(-c2cccc(F)c2)nc1C#N the results were FEN1 inh -1% and TDP1 block 3%.
`CCC/C=C1/CCCOC(C(=O)NCCOC)(C(F)(F)F)C1` (stereo not drawn) gave FEN1 inh -5%, TDP1 block 5% and N370S GC mod -2%.
`Cc1cc(CNC(=O)c2ccc3nc(Cc4ccccc4F)oc3c2)nn1C` gave FEN1 inh 20%, TDP1 block 1% and N370S GC mod 18%.
For Cc1ccccc1C(=O)N1CCC(C(=O)Nc2nccs2)CC1 the results were FEN1 inh -5%, TDP1 block -3% and N370S GC mod -11%.
COc1ccc(CNC(=O)CN2C(=O)CSc3ccc(S(=O)(=O)N4CCC(C)CC4)cc32)cc1 was read as FEN1 inh 0% and TDP1 block 10%.
CC1CCN(CCNC(=O)C2CCCN(S(=O)(=O)c3cccc4nonc34)C2)CC1 (stereo not drawn) was read as FEN1 inh 4%, TDP1 block 5% and N370S GC mod 3%.

The final 2 compounds of the part above open the next one.
COc1ccc(CNC(=O)CN2C(=O)CSc3ccc(S(=O)(=O)N4CCC(C)CC4)cc32)cc1 was read as FEN1 inh 0% and TDP1 block 10%.
CC1CCN(CCNC(=O)C2CCCN(S(=O)(=O)c3cccc4nonc34)C2)CC1 (stereo not drawn) was read as FEN1 inh 4%, TDP1 block 5% and N370S GC mod 3%.
`CC(=O)N1CCC(=NNC(=O)CSc2cc(C)c(Br)cc2C)CC1` gave FEN1 inh -1%, TDP1 block -3% and N370S GC mod 11%.
COc1ccc(CNC(=O)CCC(=O)Nc2nnc(C(F)(F)F)s2)cc1 was read as FEN1 inh -11%, TDP1 block 1% and N370S GC mod 0%.
For COc1cccc(NC(=O)Cc2cccs2)c1 the results were FEN1 inh 0%, TDP1 block 2% and N370S GC mod 3%.
`COc1ccccc1C1/C(=C(/O)c2ccc(C)cc2)C(=O)C(=O)N1CCN1CCOCC1` (stereo not drawn) gave FEN1 inh 0%, TDP1 block 0% and N370S GC mod -1%.
COc1cccc(C2NC(=O)c3n[nH]c(-c4cccs4)c32)c1 (stereo not drawn) was read as FEN1 inh -2% and TDP1 block 0%.
CC(=O)OCC#CCSc1nnc(-c2cccc(Br)c2)o1 was read as FEN1 inh -1% and TDP1 block 3%.
For O=C(CN1CCN(c2ccccn2)CC1)Nc1ccc(Cl)c(C(F)(F)F)c1 the results were FEN1 inh 0%, TDP1 block 0% and N370S GC mod -7%.
`Cc1ccc(C(C)C)c(OCc2ccc(C(=O)N/N=C/c3ccc(O)cc3O)cc2)c1` gave FEN1 inh -12%, TDP1 block 8% and N370S GC mod -7%.
Screening COc1cc(/C=C2/S/C(=N/S(=O)(=O)c3ccccc3)NC2=O)c([N+](=O)[O-])cc1OC returned FEN1 inh -8%, TDP1 block 8% and N370S GC mod -6%.
COc1cccc(CN2C(=O)C3(SCC(=O)N3c3cc(C)cc(C)c3)c3ccccc32)c1 (stereo not drawn) was read as FEN1 inh -19% and TDP1 block 6%.
`CCOc1ccc(N2CC(C(=O)Nc3cccc(C)c3C)CC2=O)cc1` (stereo not drawn) gave FEN1 inh 8%, TDP1 block 4% and N370S GC mod 4%.
CC(=O)Nc1cccc(NC(=O)C2CC(=O)N(C3CCCCC3)C2)c1 (stereo not drawn) was read as FEN1 inh -1%, TDP1 block 3% and N370S GC mod 2%.
COc1ccc(S(=O)(=O)N(C)CC(=O)Nc2ccccc2C(F)(F)F)cc1 was read as FEN1 inh 1%, TDP1 block 7% and N370S GC mod -8%.
For COCc1c(C(=O)N2CCN(Cc3c(F)cccc3Cl)CC2)oc2ccccc12 the results were FEN1 inh 1%, TDP1 block 1% and N370S GC mod -14%.
`Cc1ccc(CSc2nnc(-c3cccs3)n2C)cc1` gave FEN1 inh -14%, TDP1 block -2% and N370S GC mod 7%.
Cc1noc(C)c1COc1ccccc1C(=O)NNC(=O)c1ccc(F)cc1 was read as FEN1 inh 18% and TDP1 block 0%.
For CC(=O)CSc1nnc2cc(C)c3ccccc3n12 the results were FEN1 inh -9%, TDP1 block 0% and N370S GC mod 2%.
CCNc1nc(NCC)nc(N/N=C/c2ccc([N+](=O)[O-])o2)n1 was read as FEN1 inh -2%, TDP1 block 6% and N370S GC mod -17%.
For Cc1cccc(C(C)n2nnc3ccccc32)c1O (stereo not drawn) the results were FEN1 inh -2%, TDP1 block -4% and N370S GC mod -12%.
For Cc1cc(NC(=O)CC(C)C)c(=O)n(Cc2cccc(F)c2)c1 the results were FEN1 inh 7% and N370S GC mod -1%.

Continued (7 carried over from the part before).
For COCc1c(C(=O)N2CCN(Cc3c(F)cccc3Cl)CC2)oc2ccccc12 the results were FEN1 inh 1%, TDP1 block 1% and N370S GC mod -14%.
`Cc1ccc(CSc2nnc(-c3cccs3)n2C)cc1` gave FEN1 inh -14%, TDP1 block -2% and N370S GC mod 7%.
Cc1noc(C)c1COc1ccccc1C(=O)NNC(=O)c1ccc(F)cc1 was read as FEN1 inh 18% and TDP1 block 0%.
For CC(=O)CSc1nnc2cc(C)c3ccccc3n12 the results were FEN1 inh -9%, TDP1 block 0% and N370S GC mod 2%.
CCNc1nc(NCC)nc(N/N=C/c2ccc([N+](=O)[O-])o2)n1 was read as FEN1 inh -2%, TDP1 block 6% and N370S GC mod -17%.
For Cc1cccc(C(C)n2nnc3ccccc32)c1O (stereo not drawn) the results were FEN1 inh -2%, TDP1 block -4% and N370S GC mod -12%.
For Cc1cc(NC(=O)CC(C)C)c(=O)n(Cc2cccc(F)c2)c1 the results were FEN1 inh 7% and N370S GC mod -1%.
Screening CC#CCN1c2ccccc2[C@]23C[C@@H](C(=O)OC)N(C(=O)OCC)C2=NC(C(=O)OC)=C(C(=O)OC)[C@H]13 returned FEN1 inh 4%, TDP1 block 13%[12.3 µM] and N370S GC mod 9%[12.8 µM].
`COC(=O)Cc1cc(=O)[nH]c(/N=C(\N)Nc2ccc(C)cc2C)n1` gave FEN1 inh -11%, TDP1 block 6% and N370S GC mod -25%.
COc1cc(SC)ccc1C(=O)Nc1ccc(OCC(=O)N2CCOCC2)cc1 was read as FEN1 inh 1%, TDP1 block 0% and N370S GC mod -11%.
For CCCCN1C(=O)CCC(C(=O)O)C1c1ccc(OC)cc1 (stereo not drawn) the results were FEN1 inh 5%, TDP1 block 8% and N370S GC mod 6%.
`CCOC(=O)Cc1c(Cl)c2ccccc2[nH]c1=O` gave FEN1 inh -13%, TDP1 block 2% and N370S GC mod 26%.
`Cc1cc(=O)[nH]c(N/N=C/c2ccc3c(c2)OCCO3)n1` gave FEN1 inh -2%, TDP1 block 4% and N370S GC mod 7%.
Screening CC[n+]1c(/C=C/c2ccc(N(C)C)cc2)ccc2ccccc21 returned FEN1 inh 50µM*, TDP1 block 3% and N370S GC mod 9%.
`Cc1cc(S(=O)(=O)N2CCN(Cc3noc(CCC(=O)N4CCCCC4)n3)CC2)ccc1F` gave FEN1 inh 5% and TDP1 block 6%.
For O=C(NCCN1C(=O)S/C(=C\c2cccs2)C1=O)c1ccc(=O)[nH]c1 the results were TDP1 block 3% and N370S GC mod -10%.
`CCCNC(=O)CCCN1C(=O)c2ccccc2Sc2ncccc21` gave FEN1 inh 0% and N370S GC mod -5%.
For Cn1c(COc2ccc(Cl)cc2)nnc1SCC(=O)NC1CCCC1 the results were FEN1 inh 1% and N370S GC mod -4%.
Screening C[C@H](CO)N1C[C@H](C)[C@@H](CN(C)Cc2ccc(C(=O)O)cc2)Oc2c(NS(=O)(=O)c3cn(C)cn3)cccc2C1=O returned FEN1 inh -7% and TDP1 block 2%.
Cc1ccc(C(=O)c2cn(-c3ccc(F)c(Cl)c3)nn2)cc1 was read as FEN1 inh -2%, TDP1 block -1% and N370S GC mod 2%.
For O=S(=O)(CCSc1nc2ccccc2o1)Cc1ccccc1 the results were FEN1 inh -7%, TDP1 block 9% and N370S GC mod 11%.
Cc1ccc(NC(=O)c2cc(F)c(F)cc2Cl)nc1 was read as FEN1 inh 21%, TDP1 block 2% and N370S GC mod 24%.
`Cc1ccccc1NC(=O)C(C)c1cccc(C(=O)c2ccccc2)c1` (stereo not drawn) gave FEN1 inh -12%, TDP1 block -2% and N370S GC mod 12%.
`Cc1nn(-c2ccccc2)c(C)c1C(=O)NCc1cccs1` gave FEN1 inh -2%, TDP1 block -2% and N370S GC mod 1%.
For CCC1CCc2sc(C(=O)NCC(c3ccc(OC)cc3)N3CCOCC3)cc2C1 (stereo not drawn) the results were FEN1 inh inconclusive and TDP1 block 2%.
For O=C(CN1CCCCC1)Nc1ccccc1NC(=O)CN1CCCCC1 the results were FEN1 inh -11%, TDP1 block -1% and N370S GC mod -9%.
Screening COc1ccc2c(CC(=O)OCC(=O)Nc3sc4c(c3C#N)CCC(C)C4)coc2c1 (stereo not drawn) returned FEN1 inh -17%, TDP1 block 0% and N370S GC mod 8%.
Screening Cc1nnc2sc(COc3ccccc3)nn2c1=O returned FEN1 inh -4% and N370S GC mod -25%.
For Cc1ccc(O)c(C(=O)c2cnc3c(c2)COc2ccccc2-3)c1 the results were FEN1 inh -17%, TDP1 block 0% and N370S GC mod 11%.
